D1 antagonist = Antagonist of Human D 1 Dopamine Receptor: qHTS. actives 3.2% (n = 360,000). D(1A) dopamine receptor (Homo sapiens), P21728. HEK293 TREx D1 cells, calcium flux, dopamine EC80; hits give low values. activity change, negative = inhibition, % at 10 µM; in the data active = activity change below about -30%; note: % is set by controls: 0 for no effect and ±100 for the full control effect
Target sequence (P21728 whole entry, looked up): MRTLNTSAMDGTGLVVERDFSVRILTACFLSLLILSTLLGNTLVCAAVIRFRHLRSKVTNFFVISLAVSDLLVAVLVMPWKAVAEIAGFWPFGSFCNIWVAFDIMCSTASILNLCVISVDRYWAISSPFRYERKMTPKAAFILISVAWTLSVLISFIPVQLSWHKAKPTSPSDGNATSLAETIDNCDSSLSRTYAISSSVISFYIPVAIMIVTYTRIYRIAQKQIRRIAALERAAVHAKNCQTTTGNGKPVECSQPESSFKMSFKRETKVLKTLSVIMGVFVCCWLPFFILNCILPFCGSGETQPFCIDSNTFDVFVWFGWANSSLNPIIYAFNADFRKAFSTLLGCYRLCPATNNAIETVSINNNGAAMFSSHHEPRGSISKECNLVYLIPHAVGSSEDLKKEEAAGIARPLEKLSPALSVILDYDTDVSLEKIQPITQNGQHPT
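Allosteric or orthosteric antagonism assessed as attenuation of the calcium response to EC80 dopamine, added 180 s after compound, in induced HEK293 Trex D1 cells loaded with no-wash calcium dye.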
Vif-APOBEC3F blk = qHTS for Inhibitors of Vif-A3F Interactions: qHTS. HeLa A3F-eYFP + Vif (tagged APOBEC3F with the HIV-1 protein that degrades it), YFP fluorescence increase. Potency, µM (top dose mostly 46.1 µM), for the others: at the highest dose activity, negative = active. actives 0.2% (n = 390,000). AID 602313, 2012; note: potency is the fitted concentration of half-maximal effect; % of control where 0% means no effect; nearly all actives have a fitted effect of over 65% in size
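HeLa cells stably expressing Vif plus C-terminally eYFP-tagged A3F were seeded, incubated overnight at 37 deg C, dosed with compound, incubated overnight again at 37 deg C. Yellow fluorescence (Ex 488/Em 500-530) reported blocked Vif-mediated A3F-eYFP degradation.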
Vif-A3G inh = qHTS for Inhibitors of Vif-A3G Interactions: qHTS | AID 602310, 2012 | Potency, µM (titrated, usually from 46.1 µM), inactives show at the highest dose activity, negative = active, actives largely listed as inhibitors | HeLa A3G-eYFP + Vif (tagged APOBEC3G with the HIV-1 protein that degrades it), YFP fluorescence, overnight | actives 0.076% (n = 410,000) | DNA dC->dU-editing enzyme APOBEC-3G (Homo sapiens), Q9HC16;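 note: potency is the fitted concentration of half-maximal effect; % is set by controls: 0 for no effect and ±100 for the full control effect; nearly all actives have a fitted effect of over 60% in size; hits raise eYFP signal because A3G escapes Vif-driven loss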
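Read-out is eYFP fluorescence (Ex 488/Em 500-530) from Vif-expressing HeLa A3G-eYFP cells; more signal means A3G escaped Vif-mediated degradation. Cells plated overnight, compound pinned in, incubated overnight at 37 deg C.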
GRP78 ERSR act = qHTS for Inducers of the Endoplasmic Reticulum Stress Response (ERSR) in Human Glioma: qHTS | U87-MG GRP78 promoter luciferase reporter, 16 h | Potency, µM, for inactives: top-dose activation, usual class: activators | actives 0.02% (n = 420,000) | AID 602332, 2012; note: potency is the fitted concentration of half-maximal effect; series mostly up to about 76 µM; % of control where 0% means no effect; nearly all actives have a fitted effect of over 35% in size
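Stably transfected U87-MG glioma cells carrying a GRP78-based luciferase sensor; 16 h compound incubation. Luminescence end-point read 10 min after Bright-Glo addition at room temperature.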
D1 agonist = Allosteric Agonists of the Human D1 Dopamine Receptor: qHTS. AID 504660, 2011. HEK293 T-REx D1 cells, calcium flux, agonist mode. actives 1% (n = 360,000). activation, % at 2 µM; in the data active = activation above about 30%; note: 0% is about no effect
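Inducible HEK293 T-REx D1 cells, force-coupled to calcium signalling, were plated at 4000 cells/well with tetracycline and held overnight at 30 C. After no-wash calcium dye loading, compound-evoked calcium rise over 180 s flagged agonists.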
RXFP1 ag = qHTS Assay for Agonists of the Relaxin Receptor RXFP1 | Relaxin receptor 1 (Homo sapiens), Q9HBX9 | HEK293T-RXFP1 cAMP TR-FRET, 30 min; response scale: percent of porcine relaxin response, buffer zero | Potency, µM (top dose mostly 57.5 µM), without a hit: at the top dose activation, actives largely listed as activators | actives 0.3% (n = 370,000) | AID 2676, 2010; note: potency is the fitted concentration of half-maximal effect; % is set by controls: 0 for no effect and ±100 for the full control effect; nearly all actives have a fitted effect of over 60% in size; many of its hits are not listed in these tables
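Agonist response is measured as cAMP accumulation in an RXFP1-transfected HEK293T line under PDE4 inhibition. Values are scaled between buffer-only and 29 nM porcine relaxin, and EC50s come from standard Hill equation fits.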
D2 potentiator = HTS Assay for Positive Allosteric Modulators of the Human D2 Dopamine Receptor: Primary Screen for Potentiators. HEK293 T-REx D2, calcium flux, EC20 dopamine potentiation. actives 0.34% (n = 340,000). potentiation, % at 10 µM. AID 485347, 2010;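 active = potentiation over 3 SD above the plate norm, cut at about 30% in these data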; note: 0% is about no effect
Target sequence (P14416 whole entry, looked up): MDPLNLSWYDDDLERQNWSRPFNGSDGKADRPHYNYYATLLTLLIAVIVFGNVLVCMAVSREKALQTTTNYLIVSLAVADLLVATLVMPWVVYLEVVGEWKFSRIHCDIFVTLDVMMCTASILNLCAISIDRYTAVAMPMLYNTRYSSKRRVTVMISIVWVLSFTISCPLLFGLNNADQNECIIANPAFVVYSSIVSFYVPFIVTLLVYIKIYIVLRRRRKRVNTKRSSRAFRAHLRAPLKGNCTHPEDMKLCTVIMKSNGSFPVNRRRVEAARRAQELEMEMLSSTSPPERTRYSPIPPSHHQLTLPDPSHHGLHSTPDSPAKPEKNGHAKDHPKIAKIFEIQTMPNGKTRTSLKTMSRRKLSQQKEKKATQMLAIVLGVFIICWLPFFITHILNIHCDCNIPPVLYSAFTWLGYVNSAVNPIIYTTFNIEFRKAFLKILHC
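Potentiation of an EC20 dopamine calcium response is measured in a force-coupled, tetracycline-inducible Hek293 Trex D2 line. Compound-only kinetic reads over 180 s flag agonists before dopamine addition.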
D1 PAM = Potentiators of Human D1 Dopamine Receptor: qHTS. potentiation, % at 10 µM. HEK293 TREx D1 cells, calcium flux, dopamine EC20 potentiation. actives 0.036% (n = 360,000); in the data active = potentiation above about 30%; note: 0% is about no effect
LDHA block = qHTS assay for inhibitors of human lactate dehydrogenase; L-lactate dehydrogenase A chain (Homo sapiens), P00338; purified LDHA, NADH/diaphorase-resazurin fluorescence; hits give low values; activity change, % (values are at about 110 or 230 µM); actives 0.15% (n = 480,000); AID 1347041, 2019; in the data active = activity change below about -30%;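 note: plate controls were DMSO wells for no effect and wells without enzyme for full effect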
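Resorufin fluorescence (ex540/em590), read at 0 and 20 min after diaphorase/resazurin addition, reports the NADH left after a 5 min room-temperature reaction of 2 nM human LDH5 with 0.06 mM NADH and 0.2 mM pyruvate.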
Starred values were filed as active, the others as inactive. Unless noted, calls come from the whole dose curve; as a rule, active = well fitted curve in the direction sought with a large enough effect; inconclusive = small, poorly fitted or top-dose-only effect, or another doubt; inactive = no such curve, though single readings can be large; an effect the other way counts as inactive or inconclusive. An excerpt (hit frequency here may not be typical).

Results for CC(C)[C@H](NC(=O)c1ccc(F)cc1)C(=O)N(C)Cc1cccs1 ?
D1 antagonist: -21; Vif-APOBEC3F blk: 4%; Vif-A3G inh: -2%; GRP78 ERSR act: -4%; D1 agonist: 1; RXFP1 ag: -1.7%; D2 potentiator: 2; D1 PAM: -6; LDHA block: -7

What do the screens show for `CN(CCc1ccccc1)C(=O)c1cccc(NC(=O)Cc2cccc(NC(=O)C3CCN(C(=O)C4CC4)CC3)c2)c1`?
Vif-APOBEC3F blk: 10%; Vif-A3G inh: 4%; GRP78 ERSR act: -1%; LDHA block: 1

Results for COc1cccc(OC)c1OCCCCCCN1CCN(C)CC1 ?
D1 antagonist: 3; Vif-APOBEC3F blk: 10%; Vif-A3G inh: -1%; GRP78 ERSR act: -1%; D1 agonist: 2; RXFP1 ag: 0.8%; D2 potentiator: -9; D1 PAM: -6; LDHA block: -1

How did COc1ccc(OCC(=O)Nc2cccc(NC(=O)COc3ccc(OC)cc3)n2)cc1 do in these assays?
D1 antagonist: 15; Vif-APOBEC3F blk: -8%; Vif-A3G inh: -1%; GRP78 ERSR act: 3%; D1 agonist: 6; RXFP1 ag: 5.9%; D2 potentiator: 6; D1 PAM: 8; LDHA block: -9

What do the screens show for `CCOC(=O)C1CCN(C(=O)Cc2c(C(=O)O)n(CC)c3ccccc23)CC1`?
D1 antagonist: -87*; Vif-APOBEC3F blk: -6%; Vif-A3G inh: -2%; GRP78 ERSR act: 1%; D1 agonist: 1; RXFP1 ag: 2.9%; D2 potentiator: -3; D1 PAM: -5; LDHA block: -7

How did CC1CCC2(CC1)NC(=O)N(CC(=O)NC(=O)Nc1ccc3c(c1)OCCO3)C2=O (centres undefined) do in these assays?
D1 antagonist: 3; Vif-APOBEC3F blk: -8%; Vif-A3G inh: 0%; GRP78 ERSR act: 0%; D1 agonist: 2; RXFP1 ag: -2.2%; D2 potentiator: 10; D1 PAM: 3; LDHA block: -7

What do the screens show for `Nc1ccc(C2(c3ccc(N)cc3)OC(=O)c3ccccc32)cc1`?
D1 antagonist: -1; Vif-APOBEC3F blk: 0%; Vif-A3G inh: -3%; GRP78 ERSR act: -2%; D1 agonist: 6; RXFP1 ag: 0.2%; D2 potentiator: 6; D1 PAM: -1; LDHA block: -8

What do the screens show for `CCOC(=O)[C@H]1[C@H]2COc3ccccc3[C@@H]2N2C(=O)c3ccc(Cl)cc3NC(=O)[C@@]12C`?
D1 antagonist: 5; Vif-APOBEC3F blk: -7%; Vif-A3G inh: -4%; GRP78 ERSR act: -3%; D1 agonist: 5; RXFP1 ag: 2.1%; D2 potentiator: -8; D1 PAM: -2; LDHA block: 1

What do the screens show for `COc1ccc(-n2c(=O)c3sc4ccccc4c3n(CC(=O)N3CCCC3)c2=O)cc1`?
D1 antagonist: 3; Vif-APOBEC3F blk: 1%; Vif-A3G inh: 1%; GRP78 ERSR act: -3%; D1 agonist: 1; RXFP1 ag: 9.2%; D2 potentiator: -13; D1 PAM: 2; LDHA block: 3

How did COc1ccc(N(CC(=O)N/N=C/c2ccco2)S(=O)(=O)c2ccccc2)cc1Cl do in these assays?
D1 antagonist: 3; Vif-APOBEC3F blk: 2%; Vif-A3G inh: 1%; GRP78 ERSR act: -2%; D1 agonist: 3; RXFP1 ag: -0.2%; D2 potentiator: -5; D1 PAM: -1; LDHA block: -2

Results for Cc1csc(NC(=O)CSc2nncs2)n1 ?
D1 antagonist: -2; Vif-APOBEC3F blk: 7%; Vif-A3G inh: -1%; GRP78 ERSR act: -2%; D1 agonist: 4; RXFP1 ag: 0.9%; D2 potentiator: 2; D1 PAM: -3; LDHA block: -4

How did Cc1ccc2cccc(NC(=O)C(C)(C)Oc3ccc(Br)cc3)c2n1 do in these assays?
D1 antagonist: -10; Vif-APOBEC3F blk: -5%; Vif-A3G inh: 2%; GRP78 ERSR act: -3%; D1 agonist: 7; RXFP1 ag: 0.4%; D2 potentiator: -11; D1 PAM: 0; LDHA block: -4

How did COc1cccc(CNC(=O)C2CCN(Cc3cc4ccccc4n3Cc3ccccc3)CC2)c1OC do in these assays?
D1 antagonist: -1; Vif-APOBEC3F blk: -1%; Vif-A3G inh: 2%; GRP78 ERSR act: -1%; D1 agonist: 9; RXFP1 ag: -0.5%; D2 potentiator: 2; D1 PAM: -3; LDHA block: 3

How did CC1CCN(C(=O)Cn2ncc3c4ccccc4n(Cc4ccc(Cl)cc4)c3c2=O)CC1 do in these assays?
D1 antagonist: 3; Vif-APOBEC3F blk: 0%; Vif-A3G inh: 2%; GRP78 ERSR act: -1%; D1 agonist: 17; RXFP1 ag: 2.4%; D2 potentiator: 1; D1 PAM: -1; LDHA block: -11

Results for CCOC(=O)c1c(C)[nH]c(C)c1S(=O)(=O)N(C)CC(=O)N(C)Cc1ccccc1 ?
D1 antagonist: 17; Vif-APOBEC3F blk: 2%; Vif-A3G inh: 2%; GRP78 ERSR act: 0%; D1 agonist: 5; RXFP1 ag: 2.6%; D1 PAM: -3; LDHA block: 0

Structural class, the entries above containing a thiophene ring, fused or not.
Results for CC(C)[C@H](NC(=O)c1ccc(F)cc1)C(=O)N(C)Cc1cccs1 ?
D1 antagonist: -21; Vif-APOBEC3F blk: 4%; Vif-A3G inh: -2%; GRP78 ERSR act: -4%; D1 agonist: 1; RXFP1 ag: -1.7%; D2 potentiator: 2; D1 PAM: -6; LDHA block: -7

What do the screens show for `COc1ccc(-n2c(=O)c3sc4ccccc4c3n(CC(=O)N3CCCC3)c2=O)cc1`?
D1 antagonist: 3; Vif-APOBEC3F blk: 1%; Vif-A3G inh: 1%; GRP78 ERSR act: -3%; D1 agonist: 1; RXFP1 ag: 9.2%; D2 potentiator: -13; D1 PAM: 2; LDHA block: 3

(cont.)
How did COc1ccc(NC(=O)CC2CCCC2)cc1OC do in these assays?
D1 antagonist: -46*; Vif-APOBEC3F blk: 11%; Vif-A3G inh: -4%; GRP78 ERSR act: -5%; D1 agonist: 3; RXFP1 ag: 1.3%; D2 potentiator: -8; D1 PAM: -5; LDHA block: -5

How did Cc1cccc(Nc2ccc(S(=O)(=O)N3CCOCC3)cc2[N+](=O)[O-])c1 do in these assays?
D1 antagonist: -26; Vif-APOBEC3F blk: -1%; Vif-A3G inh: 0%; GRP78 ERSR act: -1%; D1 agonist: 3; RXFP1 ag: 0.2%; D2 potentiator: -6; LDHA block: -2

Results for CC(C)(C)NC(=O)COc1ccc(CNCc2cccs2)cc1 ?
D1 antagonist: -9; Vif-APOBEC3F blk: -2%; Vif-A3G inh: 2%; GRP78 ERSR act: -3%; D1 agonist: 6; RXFP1 ag: -1.7%; D2 potentiator: -6; D1 PAM: -6; LDHA block: -6

What do the screens show for `Cc1cccc(Oc2coc3cc(OC(=O)c4cccs4)ccc3c2=O)c1`?
D1 antagonist: -11; Vif-APOBEC3F blk: -6%; Vif-A3G inh: 0%; GRP78 ERSR act: 5%; D1 agonist: 2; RXFP1 ag: 0.4%; D2 potentiator: -1; D1 PAM: -7; LDHA block: -8

How did CC(C)Cn1c(-c2ccc(Cl)cc2)cnc1SCC(=O)N1CCOCC1 do in these assays?
D1 antagonist: 3; Vif-APOBEC3F blk: 1%; Vif-A3G inh: 1%; GRP78 ERSR act: 4%; D1 agonist: 1; RXFP1 ag: -2.0%; D2 potentiator: 2; D1 PAM: -3; LDHA block: 0

What do the screens show for `COc1ccc(C2C(C#N)=C(C)NC3=C2C(=O)CC(C)(C)C3)c(OC)c1` (centres undefined)?
D1 antagonist: -11; Vif-APOBEC3F blk: -7%; Vif-A3G inh: -1%; GRP78 ERSR act: -2%; D1 agonist: 0; RXFP1 ag: 2.1%; D2 potentiator: -1; D1 PAM: -3; LDHA block: 3

Results for FC(F)Oc1ccc(NC(=S)NCc2nc3ccccc3[nH]2)cc1 ?
Vif-APOBEC3F blk: 2%; Vif-A3G inh: -1%; GRP78 ERSR act: 1%; D1 agonist: 2; RXFP1 ag: 0.9%; D2 potentiator: 5; D1 PAM: -3; LDHA block: -1

Results for Cc1ccc2nc(Cl)c(/C=C/C(=O)c3ccco3)cc2c1 ?
D1 antagonist: -1; Vif-APOBEC3F blk: 1%; Vif-A3G inh: -25%; GRP78 ERSR act: 4%; D1 agonist: 6; RXFP1 ag: 2.3%; D2 potentiator: 3; D1 PAM: 1; LDHA block: -10

What do the screens show for `CC(C)(C)c1csc(N(CCC#N)CCC#N)n1`?
D1 antagonist: -18; Vif-APOBEC3F blk: 0%; Vif-A3G inh: -1%; GRP78 ERSR act: -4%; D1 agonist: 2; RXFP1 ag: 0.0%; D2 potentiator: 0; D1 PAM: -6; LDHA block: -5

Results for O=C(O)CSc1nc2ccccc2nc1N1CCCCC1 ?
D1 antagonist: 8; Vif-APOBEC3F blk: 1%; Vif-A3G inh: -4%; GRP78 ERSR act: -2%; D1 agonist: 2; RXFP1 ag: 0.7%; D2 potentiator: 3; D1 PAM: 2; LDHA block: -17

Results for O=C1OC(N2C(=O)CC[C@H]2C(=O)Nc2cccc(F)c2)c2ccccc21 (some centres undefined) ?
D1 antagonist: 6; Vif-APOBEC3F blk: -3%; Vif-A3G inh: 1%; GRP78 ERSR act: -1%; D1 agonist: 0; RXFP1 ag: 0.1%; D2 potentiator: 3; D1 PAM: 1; LDHA block: 4

Results for Clc1ccc(N2CCN(c3ncnc4c3oc3ccccc34)CC2)cc1 ?
D1 antagonist: 13; Vif-APOBEC3F blk: -4%; Vif-A3G inh: -5%; GRP78 ERSR act: -3%; D1 agonist: 3; RXFP1 ag: 1.6%; D2 potentiator: 1; D1 PAM: 0; LDHA block: -9

Source: PubChem
